# DDE Tn7 FP inh: disrupts Tn7 cyclic peptide binding to fibrin D-Dimer-E complex; inhibition, % at 8.3 µM; P02675; hit rate 0.13% among 370,000; FP displacement of FITC-Tn7 peptide from fibrin DD(E); 0% = median of compound wells per plate;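 active = inhibition above the mean of compounds falling within the control limits plus 3 SD of them, cut at about 14% in these data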;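 also: 0% = plate median of compound wells and 100% = 10 µM Aha-Tn7 peptide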
#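 assay system = human clot-derived fibrin DD(E) complex | quantity = Fibrin-DD(E) at 2 µM final | timing = 10 min preincubation, 3 h with tracer, room temperature | signal = fluorescence polarization | measure = percent inhibition | benchmarks = high control wells with 10 µM unlabelled Aha-Tn7 peptide (full inhibition) | replicates = singlicate testing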
# PG9 Ab binder: binds the HIV-1 gp120 antibody PG9. TR-FRET gp120-PG9 antibody binding. inhibition, % at 6.7 µM. hit rate 0.43% among 360,000; in the data active = inhibition above about 8.5%
# TCR-CD3 inh: inhibitors of human TCR-CD3 interaction; TAMRA-labeled TCR probe fluorescence, biochemical; inhibition, % at 9.4 µM; hit rate 0.37% among 360,000; in the data active = inhibition above about 19%;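 also: recombinant mutant TCR 2C K166C tagged with TAMRA read by polarization; 0% = receptor in buffer alone and 100% = receptor with positive control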
# LEDGF integ inh: blocks HIV-1 LEDGF/p75-dependent DNA integration. TR-FRET IN-LEDGF/p75 DNA integration, Eu/Cy5. inhibition, % at 3.7 µM. hit rate 0.64% among 370,000. AID 743269;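 active = inhibition above the screen-wide mean plus 3 SD, cut at about 13% in these data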;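 also: signal is the Cy5 over europium emission ratio at 671 and 618 nm; 0% = plate median of compound wells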
# PRMT1 FP inh: inhibitors of human PRMT1; recombinant PRMT1, activity-based probe fluorescence polarization; inhibition, % at 2.79 µM; hit rate 1.3% among 370,000; AID 652257;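 active = inhibition above about 21% made by adding two undisclosed values, limit read from the data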
# UHRF1 MBD2 ctr: UHRF1 methyl-DNA binding inhibition | hit rate 0.75% among 370,000 | inhibition, % at 4.4 µM | UHRF1 binding to methylated oligo, TR-FRET | AID 687016 | Q96T88; in the data active = inhibition above about 21%;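 also: UHRF1 SRA domain binding a hemimethylated CpG hairpin DNA probe; 0% = median of test compound wells and 100% = reference inhibitor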
# Target sequence (Q96T88 whole entry, looked up, the tested form may be a part): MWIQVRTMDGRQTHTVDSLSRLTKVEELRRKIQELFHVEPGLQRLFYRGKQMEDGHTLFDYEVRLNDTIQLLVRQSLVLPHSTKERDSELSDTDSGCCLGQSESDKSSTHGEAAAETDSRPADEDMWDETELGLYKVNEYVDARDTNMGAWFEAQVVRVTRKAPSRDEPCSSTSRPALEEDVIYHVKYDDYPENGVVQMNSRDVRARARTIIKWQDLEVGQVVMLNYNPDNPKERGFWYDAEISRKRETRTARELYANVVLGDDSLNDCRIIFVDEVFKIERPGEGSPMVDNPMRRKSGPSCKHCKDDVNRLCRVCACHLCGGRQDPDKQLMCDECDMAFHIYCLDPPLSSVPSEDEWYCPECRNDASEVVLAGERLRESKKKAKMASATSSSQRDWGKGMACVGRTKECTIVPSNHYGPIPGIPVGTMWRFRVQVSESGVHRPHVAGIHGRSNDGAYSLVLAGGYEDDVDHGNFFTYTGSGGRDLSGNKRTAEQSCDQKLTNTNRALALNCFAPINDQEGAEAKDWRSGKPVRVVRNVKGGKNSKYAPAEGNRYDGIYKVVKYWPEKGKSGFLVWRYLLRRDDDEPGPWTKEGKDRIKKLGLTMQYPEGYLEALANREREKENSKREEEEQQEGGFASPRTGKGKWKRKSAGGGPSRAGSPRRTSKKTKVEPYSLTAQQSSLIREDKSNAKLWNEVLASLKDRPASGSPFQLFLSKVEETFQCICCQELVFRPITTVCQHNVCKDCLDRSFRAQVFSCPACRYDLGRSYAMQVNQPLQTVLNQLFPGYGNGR
# HTRA1 inh: inhibitors of human serine peptidase HTRA1 | Q92743 | recombinant HTRA1, FP-rhodamine activity-based probe, fluorescence polarization | inhibition, % at 5.96 µM | hit rate 0.5% among 340,000; in the data active = inhibition above about 36%;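 also: 0% = enzyme with DMSO and 100% = wells lacking enzyme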
# mABHD4 FP: ABHD4 (mouse) inhibition, primary FP screen; Q8VD66; purified mABHD4, FP-Rh probe fluorescence polarization; inhibition, % at 8.92 µM; hit rate 0.54% among 370,000; AID 720543;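 active = inhibition exceeding the mean over every tested compound plus 3 SD, cut at about 30% in these data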;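 also: 0% = plate median of compound wells and 100% = S159A mutant with DMSO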
#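 Test system: mouse ABHD4 enzyme, wild type. Reagent: FP-Rh fluorescent activity-based probe, added after compound pre-incubation. Timing: pre-incubation 45 min, probe exposure 60 min, at 25 °C. Technique: FP readout, ex 525 nm / em 598 nm. Benchmarks: high control S159A mutant with DMSO, low control median of compound wells.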
# TDP2 absorb: TDP2 (human) inhibition, absorbance primary screen. recombinant TDP2, T5PNP hydrolysis, p-nitrophenol absorbance 415 nm. inhibition, % at 12.8 µM. hit rate 0.34% among 370,000. AID 720702;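 active = inhibition above the mean of all tested compounds plus 3 SD, set per campaign, cut at about 25% in these data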;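 also: 0% = DMSO with enzyme and 100% = buffer with substrate but no TDP2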
#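 test system = human TDP2 enzyme | input = TDP2 enzyme at 120 nM final | medium = 50 mM Tris-HCl pH 7.5 with Mg2+, KCl, DTT, BSA | also added = T5PNP substrate, 5 mM | times = 2 h at 37 °C | technique = epi absorbance | benchmarks = high control without enzyme, low control DMSO plus TDP2 | replication = each compound tested once, singlicate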
# SIAE primary: human SIAE inhibition, primary screen; Q9HAT2; SIAE FP-Rh probe binding, fluorescence polarization; inhibition, % at 9.66 µM; hit rate 0.69% among 370,000; AID 1053197;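 active = inhibition above a cutoff: mean of compounds within the control limits plus 3 SD of those, cut at about 17% in these data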;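 also: 0% = plate median of compound wells and 100% = probe without SIAE protein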
# * marks the source's active call; other numbers are inactive results; . = no result given.
DDE Tn7 FP inh	PG9 Ab binder	TCR-CD3 inh	LEDGF integ inh	PRMT1 FP inh	UHRF1 MBD2 ctr	HTRA1 inh	mABHD4 FP	SMILES	TDP2 absorb	SIAE primary
2.8	-0.7	-4.5	1.9	1.9	-1.3	-2.1	-11.4	CCC(C)NC(=O)c1ccc2nc(Cc3ccc(OC)cc3)oc2c1 (centres undefined)	-0.7	-3.3
5.7	0.6	0.6	-0.7	-1.6	-0.2	-3.4	4.2	Cc1ccc(Cl)cc1NC(=O)CN1C(=O)COc2ccc(S(=O)(=O)N3CCOCC3)cc21	14.1	0.2
1.9	-1.3	0.1	-2.7	3.6	3.0	6.4	5.0	O=C(O)CCNS(=O)(=O)c1ccccc1C(F)(F)F	-11.8	2.9
0.8	-2.6	-2.6	2.0	-3.2	2.5	2.7	7.7	Cc1ccc(-c2c[n+](CC(=O)c3ccc(Br)cc3)c3n2CCCCC3)cc1	-9.4	2.9
-0.8	3.2	-2.8	-1.9	0.9	1.6	-5.7	-3.1	CC1(CCc2ccccc2)NC(=O)N(CC(=O)Nc2ccccc2)C1=O (centres undefined)	-9.5	-0.1
-0.1	-1.0	1.8	0.1	-2.2	-0.8	1.2	1.6	COc1ccc(C(=O)NCc2nnc(SCC(=O)Nc3ccccc3OC)o2)cc1	19.9	4.9
-7.5	-1.0	7.3	0.9	0.4	3.3	0.4	-5.8	O=C(NCc1cccs1)C1CCC(CNS(=O)(=O)c2cccs2)CC1 (centres undefined)	-11.4	-1.1
0.5	0.1	1.4	6.2	-0.1	0.7	-4.9	2.2	O=C1Nc2ccccc2OC1CC(=O)N1CCOCC1 (centres undefined)	-2.6	-0.4
-1.1	-0.3	1.2	-2.9	6.9	18.3	.	3.4	CN(C)CCN1CCN(C2CN(Cc3cn(Cc4ccc(F)cc4)nn3)S(=O)(=O)C2)CC1 (centres undefined)	-4.5	-0.1
-1.4	-1.8	-3.0	-0.4	-0.5	-1.5	3.2	-1.3	CC(C)OC(=O)CSc1nc2cccnc2n1C1CCCCC1	-12.0	-0.8
1.0	-0.6	0.7	1.8	-9.1	2.9	-15.7	-13.0	CC(C)Nc1nc(SC(C)C(=O)Nc2ccccc2)nc(N(C)C)n1 (centres undefined)	-8.5	13.1
5.0	-0.4	0.4	-6.1	0.9	-1.5	-0.7	1.4	CCC(Oc1ccccc1)C(=O)OCC(=O)N(CC)c1c(N)n(Cc2ccccc2)c(=O)[nH]c1=O (centres undefined)	-1.7	-3.6
-5.4	-1.5	-5.6	2.3	1.0	6.5	-17.4	0.1	COc1ccc(C2/C=C\CN(S(=O)(=O)c3cccs3)CC(=O)N2Cc2ccc(F)cc2)cc1 (centres undefined)	7.6	-2.7
3.4	-1.6	1.4	-1.1	2.1	10.1	-18.1	0.2	COc1ccc(C(O)(C2CCCCC2)C(CN2CCOCC2)c2ccccc2)cc1 (centres undefined)	-3.1	1.7
7.6	-0.2	3.1	-1.2	-0.4	-1.9	.	-7.8	CC1(C(=O)Nc2ccccc2Cc2ccccc2)CCN1CCc1ccccc1 (centres undefined)	8.6	-2.7
-2.8	-0.7	-8.3	1.9	-5.7	0.6	-20.8	-6.6	FC(F)(F)c1nc(-c2ccccc2)ncc1-c1nnnn1-c1ccccc1	-7.7	1.3
1.8	0.1	3.6	-0.6	-4.7	2.2	0.8	0.4	O=C(NCCc1ccncc1)Nc1ccccc1	-1.0	-2.9
-0.1	0.7	-9.9	0.6	-1.0	-1.2	-4.1	7.0	CC(C)C(=O)NC(=S)Nc1ccccn1	1.2	3.3
3.3	-0.8	-1.7	-3.1	7.1	-4.8	6.3	5.9	N/N=C(/Cc1nc2ccccc2[nH]1)c1ccc([N+](=O)[O-])cc1	5.5	7.7
0.1	0.0	0.3	0.3	-1.6	-4.8	-7.0	1.0	COc1ccccc1NC(=O)COC(=O)/C=C/c1cccs1	2.9	1.8
-2.4	-1.6	1.0	2.6	-4.3	-0.9	1.9	-6.1	COc1ccc(OC)c(NC(=O)N2CCCC(C)C2)c1 (centres undefined)	4.4	4.6
-3.3	-2.4	-7.4	2.5	-3.2	16.2	.	-4.9	CC(O)(C#CCN1CCCCCC1)c1ccccc1 (centres undefined)	-13.8	-2.8
-5.2	-0.8	-5.5	-2.5	0.1	0.4	-1.6	5.0	COCCCN1C(=O)C(CC(=O)NC(c2ccccc2)c2ccccc2)CC(C(=O)N2CCOCC2)=C1C (centres undefined)	3.1	7.2
1.1	0.0	11.3	2.1	-1.5	1.7	-2.1	1.8	CC1CN(c2nc3ccccn3c(=O)c2C=O)CC(C)O1 (centres undefined)	-4.9	-6.0
0.9	-2.2	-5.3	0.1	2.7	4.3	.	1.6	COc1ccc(-c2nc3ccc(Br)cn3c2Cc2ccc(C)cc2)cc1OC	6.5	0.8
-3.4	0.2	-6.4	0.1	5.5	-4.2	8.1	-6.3	COCCNC(=O)c1cccc2c1-c1ccccc1C2=O	-3.0	-2.4
7.5	-0.9	1.1	-1.1	-0.9	-2.1	9.8	-0.1	Cc1ccn(-c2ccc([N+](=O)[O-])cc2)n1	10.7	-1.3
1.5	-0.6	7.4	-1.2	1.6	2.8	-5.0	-13.0	CCOC(=O)Cc1nnc(NC(=O)CSc2nnc3c(n2)[nH]c2ccccc23)s1	1.4	-18.7
-4.1	-1.4	0.9	-0.2	-1.2	0.3	-20.7	4.2	Cc1ccnc(NC(=O)/C=C/c2ccccc2Cl)c1	1.9	-6.7
-8.1	-0.2	-1.3	-3.4	2.2	3.6	4.3	3.1	Cn1c(SCC(=O)Nc2ccc(Cl)cn2)nnc1C1CC1	-9.3	10.7
0.8	-0.7	4.6	0.7	-0.8	3.5	1.2	-7.3	O=C(NC12CC3CC(CC(C3)C1)C2)c1ccc([N+](=O)[O-])cc1	12.2	-4.2
-1.9	1.4	-1.1	4.7	-0.3	-1.8	0.1	-12.9	Cc1ccc(C(=O)NC(=S)N2CCN(c3ccc([N+](=O)[O-])cc3)CC2)cc1	5.7	-2.3
3.9	0.6	1.2	-4.2	-2.9	3.6	1.8	-0.5	O=C(NCc1cccnc1)c1cc(C(=O)NCc2cccnc2)cc([N+](=O)[O-])c1	0.4	3.0
-5.2	1.5	-13.2	-3.1	1.7	0.3	.	11.5	COCCNc1nc(NC(C)C)nc2ccsc12	8.9	-0.5
3.8	-0.5	2.8	-4.1	0.1	23.4*	-10.3	11.4	COc1ccc(CCNCC2C(Oc3ccc(Cl)cc3)C(=O)N2c2ccccc2C)cc1OC (centres undefined)	-2.4	1.8
-5.9	0.1	2.8	0.2	0.3	2.0	-22.4	-9.3	O=S1(=O)CCOC[C@H](CC2CCCCC2)N1Cc1cccc(C(F)(F)F)c1	-6.4	0.4
-0.7	-0.1	1.7	-1.5	0.6	-0.5	-6.6	-4.7	CCOc1ccc(CNS(=O)(=O)c2ccc3c(c2)CC(=O)N3C)cc1	1.0	6.3
7.0	-1.8	2.8	-4.5	1.1	0.2	1.6	3.2	Nc1c(N(Cc2ccco2)C(=O)c2ccccc2F)c(=O)[nH]c(=O)n1Cc1ccccc1	0.1	6.7
-6.0	0.3	0.9	6.9	-0.8	14.8	1.5	-8.5	Cc1ccccc1OCC(=O)OCC(=O)NCc1ccccc1Cl	-9.9	-4.3
-1.7	2.2	-0.9	4.1	2.0	-3.2	-15.9	-7.5	CSc1ccc(S(=O)(=O)NCc2ccccc2Cl)cc1	3.0	3.3
-4.8	-1.8	4.8	4.4	0.7	4.0	1.3	2.3	CCC1SC(CC)C(=O)N(CC(=O)NC2CCCCC2)C1=O (centres undefined)	-15.2	-6.0
7.7	-2.1	1.6	-0.8	-0.7	-1.2	-2.8	1.5	O=[N+]([O-])c1ccc(CS(=O)(=O)c2ccc(Cl)cc2)cc1	-3.1	5.4
-9.5	0.6	1.9	-2.1	1.5	4.5	1.4	-2.3	O=C(N[C@@H](Cc1ccccc1)C(=O)O)c1ccncc1	-7.0	1.4
3.7	5.3	-1.4	-3.7	1.6	-3.4	-1.1	-13.4	CN(c1ncc(C(F)(F)F)cc1Cl)n1cc(C(=O)O)c2ccccc2c1=O	-0.3	0.3
-1.0	-1.0	1.1	3.8	-0.6	-0.5	.	9.1	CC(C)(C)c1cc(NCCCn2ccnc2)n2ncc(-c3ccccc3)c2n1	-3.5	5.7
10.0	-0.3	7.9	-0.9	-1.5	-1.7	0.2	2.1	Cc1cc(N2CCN(c3nc4ccccc4s3)CC2)n2ncnc2n1	-5.0	8.1
0.6	-1.2	5.1	3.0	0.4	-0.1	0.0	6.3	CN1CCN(C(=O)C2=C[C@@H](c3coc4ccccc4c3=O)C[C@@H](OCc3ccc(CO)cc3)O2)CC1	4.7	4.1
1.2	-1.3	4.6	-0.4	-1.2	-1.5	-6.4	-1.3	O=C(C1CCN(S(=O)(=O)c2cccc3cccnc23)CC1)N1CCN(c2ccccn2)CC1	-2.4	0.1
-3.2	-1.4	6.6	-0.8	-1.9	1.2	5.0	-6.2	CCN(Cc1ccccc1)C(=O)Cn1c(=O)oc2ccccc21	-4.8	2.8
6.5	0.8	-10.2	0.9	3.5	4.1	-4.1	-11.4	COc1ccc(CNc2ncnc(N)n2)cc1	-3.4	-0.5
-1.2	2.0	3.9	0.1	-1.2	-1.3	-3.7	2.7	N#CC(C(=O)Nc1cccc(Cl)c1)=C1Nc2ccccc2N1	-3.5	6.3
3.6	0.6	5.4	-0.6	-1.0	4.0	-5.6	6.2	CCOC(=O)Cc1csc(SCC(=O)NC(C)C23CC4CC(CC(C4)C2)C3)n1 (centres undefined)	-2.2	1.0

# Results in PRMT1 FP inh, for some of the entries so far:
SMILES	PRMT1 FP inh
CCN(Cc1ccccc1)C(=O)Cn1c(=O)oc2ccccc21	-1.9
Cc1cc(N2CCN(c3nc4ccccc4s3)CC2)n2ncnc2n1	-1.5

# Reformatted: entries from further up
O=C(NC12CC3CC(CC(C3)C1)C2)c1ccc([N+](=O)[O-])cc1
- DDE Tn7 FP inh: 0.8
- PG9 Ab binder: -0.7
- TCR-CD3 inh: 4.6
- LEDGF integ inh: 0.7
- PRMT1 FP inh: -0.8
- UHRF1 MBD2 ctr: 3.5
- HTRA1 inh: 1.2
- mABHD4 FP: -7.3
- TDP2 absorb: 12.2
- SIAE primary: -4.2

CCC(C)NC(=O)c1ccc2nc(Cc3ccc(OC)cc3)oc2c1 (centres undefined)
- DDE Tn7 FP inh: 2.8
- PG9 Ab binder: -0.7
- TCR-CD3 inh: -4.5
- LEDGF integ inh: 1.9
- PRMT1 FP inh: 1.9
- UHRF1 MBD2 ctr: -1.3
- HTRA1 inh: -2.1
- mABHD4 FP: -11.4
- TDP2 absorb: -0.7
- SIAE primary: -3.3

# Bioassay records (PubChem BioAssay)
